# NPY-Y1 PAM-ag = potentiators or agonists of human neuropeptide Y receptor Y1. P25929. NPY-Y1 expressing cells, potentiator/agonist activation. activation, % at 3.6 µM. hit rate 0.37% among 220,000. AID 1304; in the data active = activation above about 33%, passing the limit was not always enough;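 also: cells stimulated with NPY at EC10 then isoproterenol at EC100; 0% = low agonist plus stimulus and 100% = saturating agonist plus stimulus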
# RBBP9 inh = inhibitors of human serine hydrolase RBBP9 | O75884 | recombinant RBBP9, FP-Rh probe fluorescence polarization | inhibition, % at 7.94 µM | AID 1515 | hit rate 0.2% among 220,000;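 active = inhibition above the campaign mean of all tested compounds plus 3 SD, cut at about 14% in these data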;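 also: plate controls were DMSO wells with RBBP9 for no effect and wells lacking RBBP9 protein for full effect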
#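 Test system: recombinant human RBBP9; Timing: 30 min then 45 min, 25 °C; Detection: fluorescence polarization; Control set: RBBP9 with DMSO as uninhibited control, no-protein wells as full inhibition; Compound dosing: one concentration, 7.94 µM nominal, 0.794% DMSO; Probe or stimulus: FP-Rh activity-based probe, 375 nM before mixing.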
# NPY-Y2 PAM-ag = human NPY-Y2 potentiation or agonism, primary screen; P49146; cells expressing NPY-Y2, potentiator/agonist read-out; activation, % at 3.6 µM; hit rate 0.45% among 220,000; in the data active = activation above about 27%;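 also: cells stimulated with NPY near EC25 plus isoproterenol at EC100; 0% = vehicle plus submaximal agonist and 100% = vehicle plus saturating agonist; some results beyond the cut were filed as inactive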
# Target sequence (P49146 whole entry, looked up): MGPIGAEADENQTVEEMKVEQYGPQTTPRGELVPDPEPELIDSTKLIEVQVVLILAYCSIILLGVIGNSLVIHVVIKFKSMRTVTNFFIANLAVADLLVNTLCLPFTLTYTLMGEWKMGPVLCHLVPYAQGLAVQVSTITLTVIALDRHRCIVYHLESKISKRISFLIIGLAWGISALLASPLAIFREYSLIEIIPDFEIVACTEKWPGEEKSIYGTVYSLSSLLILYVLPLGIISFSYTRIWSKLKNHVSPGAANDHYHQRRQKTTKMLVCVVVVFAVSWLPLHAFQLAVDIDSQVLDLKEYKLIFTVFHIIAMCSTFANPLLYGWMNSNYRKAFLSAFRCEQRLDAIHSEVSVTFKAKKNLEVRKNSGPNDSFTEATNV
# Runt-SMMHC FRET = inhibitors of human RUNX1 Runt domain binding to CBFb-SMMHC. Q01196+Q13951. Cerulean-Runt/Venus-CBFb-SMMHC FRET ratio 530/480, 1 h. inhibition, % at 20 µM. hit rate 0.74% among 220,000. AID 1434;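 active = mean inhibition across duplicate retests at 20 µM reaching about 50%, limit read from the data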;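 also: 0% = DMSO wells and 100% = wells with excess untagged CBFb-SMMHC; inhibitors lower the FRET ratio by blocking Runt binding to CBFb-SMMHC; some results filed as inactive read as strong as hits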
# NPY Y1 blocker = antagonists of human neuropeptide Y receptor Y1; AID 1040; P25929; inhibition, % at 3.6 µM; hit rate 1% among 200,000; HEK293-CNG Y1 cells, membrane potential fluorescence; NPY at EC95, then isoproterenol;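 active = inhibition above the campaign mean inhibition of all tested compounds plus 3 SD, cut at about 20% in these data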;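 also: 0% = DMSO wells given NPY plus isoproterenol and 100% = isoproterenol alone without NPY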
#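 Material: HEK293 Y1/CNG channel cell line; also added: NPY (25 nM), isoproterenol (1 µM), Ro 20-1724 (25 µM); doses: one concentration, 3.6 µM, in 0.4% DMSO; schedule: compound incubation 1 h at room temperature, readout 45 min post-stimulation; technique: membrane potential fluorescence; measure: fluorescence ratio normalized to % inhibition between controls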
# Hck Nef HTS = human Hck-Nef kinase inhibition | P08631 | Recombinant Hck-YEEI plus Nef, Z-Lyte FRET kinase assay | inhibition, % at 20 µM | hit rate 0.68% among 220,000;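 active = Hck-Nef kinase inhibition above about 50%, limit read from the data; inactive = inhibition below that limit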;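 also: 0% = DMSO with Hck plus Nef and 100% = Hck alone without Nef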
# Target sequence (P08631 whole entry, looked up): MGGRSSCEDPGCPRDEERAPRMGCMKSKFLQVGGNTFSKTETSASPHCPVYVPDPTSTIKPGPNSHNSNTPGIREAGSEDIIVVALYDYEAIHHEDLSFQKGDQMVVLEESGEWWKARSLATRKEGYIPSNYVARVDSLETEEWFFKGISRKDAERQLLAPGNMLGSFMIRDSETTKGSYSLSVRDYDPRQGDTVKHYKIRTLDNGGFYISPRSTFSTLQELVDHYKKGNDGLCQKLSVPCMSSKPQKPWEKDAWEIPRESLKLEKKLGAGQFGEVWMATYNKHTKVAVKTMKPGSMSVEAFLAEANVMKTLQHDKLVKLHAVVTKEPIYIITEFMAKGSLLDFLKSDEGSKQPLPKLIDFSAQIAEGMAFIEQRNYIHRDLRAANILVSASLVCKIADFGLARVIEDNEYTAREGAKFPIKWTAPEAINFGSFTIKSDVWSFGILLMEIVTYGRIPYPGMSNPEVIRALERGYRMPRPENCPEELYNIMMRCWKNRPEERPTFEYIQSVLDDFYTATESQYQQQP
# p97 inhibitor = inhibitors of human p97 ATPase; P55072; recombinant p97 ATPase, Kinase-Glo ATP luminescence, 3 h; inhibition, % at 8 µM; hit rate 0.42% among 220,000; in the data active = inhibition above about 15%;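 also: 0% = DMSO vehicle and 100% = wells lacking enzyme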
# MDM2 E3 inh = inhibitors of human Mdm2 E3 ubiquitin ligase. Q00987. cell-based MDM2 ubiquitination luciferase reporter, 2 h; 0 = plate control, 100 = twice control, blank-subtracted. signal enhancement, % at 5 µM. hit rate 0.11% among 210,000. AID 1230;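 active = signal enhancement of 30% or more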;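 also: luminescence tracks abundance of the self-degrading MDM2-luciferase fusion protein; higher signal means inhibition of MDM2 E3 ligase activity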
#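 Assay system: stable mammalian line carrying autodegrading MDM2–luciferase fusion reporter; amount: 2000 cells seeded into each well; buffer or medium: DMEM; benchmarks: plate control and blank wells; signal: luciferase luminescence; timing: 2 h compound exposure at 37 °C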
# Runt-CBFb FRET = blocks binding of human RUNX1 Runt domain to CBFb; Q01196+Q13951; Cerulean-Runt/Venus-CBFb FRET ratio 530/480, 1 h; inhibition, % at 20 µM; hit rate 0.46% among 220,000; AID 1496;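 active = inhibition over about 50% at 20 µM in the single-dose screen, limit read from the data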;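 also: 0% = DMSO wells and 100% = excess unlabeled CBFb competitor control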
#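 test system = Cerulean-tagged RUNX1 Runt domain (FRET donor) fusion protein | reagent = Venus-CBFb binding partner, 100 nM | incubation = protein complex preformed 1 h, compound exposure 1 h, room temperature, dark | detection = FRET fluorescence | read-out basis = loss of energy transfer signal | controls = 5 µM unlabeled CBFb as full-inhibition high control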
# * hit, by the source's call; . = no result given. Rows were taken by chance, and some 3.5% of all compounds hit somewhere here.
# Sequence of screens – NPY-Y1 PAM-ag	RBBP9 inh	NPY-Y2 PAM-ag	Runt-SMMHC FRET	NPY Y1 blocker	Hck Nef HTS	p97 inhibitor	MDM2 E3 inh	Runt-CBFb FRET
(1) Cc1ccc(S(=O)(=O)Nc2ccc(S(=O)(=O)Nc3cc(C)nc(C)n3)cc2)cc1
→ 6	1	14	-1	5	12	4	-12	1
(2) O=C(N1CCOCC1)N1c2ccccc2CC(N2CCOCC2)c2ccccc21 (stereo unspecified)
→ -8	-2	7	-6	2	7	4	-28	1
(3) CCN(CC)C(=O)CSc1nnc(SCc2ccc(Cl)cc2)s1
→ 5	-7	-10	0	3	-1	-9	-12	-2
(4) CC/C(=N\NC(=O)c1cccnc1)c1ccc2c(c1)OCCO2
→ -13	5	-13	-3	1	-26	-1	-8	1
(5) N#C/C(=C\c1ccc(N2CCOCC2)o1)C(=O)NC1CCCCC1
→ 23	-9	-6	10	.	-2	3	-13	4
(6) CC1=C(Sc2nc3ccccc3[nH]2)C(=O)NC(C)(C)C1
→ -1	-7	2	-3	1	1	3	-8	-2
(7) C=Cn1cc[n+](CC(=O)c2ccc(C)cc2)c1
→ 17	-1	-11	-2	1	21	6	-15	0
(8) Cc1cc(OCC(=O)N2CCOCC2)ccc1[N+](=O)[O-]
→ 20	-3	-28	-1	.	24	9	.	2
(9) O=C(NCc1ccco1)c1cc2c(s1)CCCCC2
→ 3	-2	11	-12	-2	3	0	-2	10
(10) Cc1ccc(Sc2ncccc2COC(=O)Nc2ccccc2)cc1
→ -7	-10	-5	2	8	0	-3	-20	0
(11) CN1CCN(C(=O)CN(c2cccc(Br)c2)S(=O)(=O)c2ccccc2)CC1
→ -4	0	-28	-4	2	-6	-3	-14	0
(12) O=C(O)CC/C(=N\NC(=O)c1ccccc1)c1cccs1
→ -13	-3	-6	-3	-3	16	0	-17	-1
(13) CC(=O)N1CCc2c(sc(NC(=O)c3ccc4c(c3)OCCO4)c2C#N)C1
→ 14	6	-3	90*	1	0	3	-10	65*
(14) Cc1cc(=O)[nH]c(N/N=C/c2cccc([N+](=O)[O-])c2)n1
→ -11	-3	5	-3	-3	7	-1	-7	0
(15) COc1cccc(-c2cc(C(=O)N/N=C/c3ccc(OC)c(COC(C)=O)c3)c3ccccc3n2)c1
→ 9	-12	-10	-7	1	8	0	-6	-7
(16) COc1ccc(N(C(=O)c2cccnc2)S(=O)(=O)c2cccs2)cc1
→ -8	-2	0	0	-5	3	1	-12	0
(17) COc1ccc(NC(=O)CSc2nc(C)cs2)cc1OC
→ -8	-5	4	-1	0	8	5	-13	4
(18) CC(=O)/C=C1\N(C)c2ccc(C)cc2C1(C)C
→ -10	-18	-12	3	5	25	3	-13	0
(19) COC(=O)C1=C(C(=O)OC)C(c2cc([N+](=O)[O-])ccc2O)c2sc(=O)[nH]c2S1 (stereo unspecified)
→ -9	-6	6	0	2	16	1	-17	5
(20) COc1ccccc1N(C(=O)NCc1ccccc1)C1=NCC(C)S1 (stereo unspecified)
→ 0	-4	-13	-1	7	6	-9	-4	1
(21) CC(=O)Nc1c(O)[nH]c2ccccc12
→ -8	5	-18	1	-2	4	1	-12	-1
(22) O=C(Nc1nc(-c2ccc(S(=O)(=O)N3CCCC3)cc2)cs1)C1COc2ccccc2O1 (stereo unspecified)
→ -11	-19	-27	-1	0	2	1	-12	2
(23) O=S(=O)(c1cccc(-c2nnco2)c1)N1CCOCC1
→ 1	-5	-5	-3	5	0	2	8	1
(24) CC(C)NC(=O)NC(=O)COC(=O)c1ccccc1F
→ 7	0	-7	0	-1	-1	2	-12	0
(25) COC/C=C/C1=CC2=CC(=O)C(C)(OC(=O)c3cnc4ccccc4n3)C(=O)C2=CN1Cc1ccc(OC)cc1 (stereo unspecified)
→ .	.	.	0	.	35	.	8	-3
(26) COc1ccccc1N1CCN(c2cc(N3CCCC3)nc(C)n2)CC1
→ -13	4	0	-1	6	0	-2	-7	-4
(27) O=S(=O)(c1cnc(Cl)c(Cl)c1)N1CCCc2ccccc21
→ -1	-6	14	0	-2	1	-4	-9	-1
(28) O=C(CCOc1ccccc1)Nc1cccc([N+](=O)[O-])c1
→ -8	-4	-1	2	2	22	0	4	1
(29) CC1(C)C(=O)C2(C(=O)NCc3ccccc3)CCC1C2 (stereo unspecified)
→ 18	-4	5	3	3	10	-4	-16	-1
(30) COc1cc(C(=O)NCCc2cn3ccccc3n2)cc(OC)c1OC
→ -9	-6	-5	-2	1	0	-8	-2	1

# Brought forward from above: two compounds, followed by the next part.
item	SMILES	NPY-Y1 PAM-ag	RBBP9 inh	NPY-Y2 PAM-ag	Runt-SMMHC FRET	NPY Y1 blocker	Hck Nef HTS	p97 inhibitor	MDM2 E3 inh	Runt-CBFb FRET
29	CC1(C)C(=O)C2(C(=O)NCc3ccccc3)CCC1C2 (stereo unspecified)	18	-4	5	3	3	10	-4	-16	-1
30	COc1cc(C(=O)NCCc2cn3ccccc3n2)cc(OC)c1OC	-9	-6	-5	-2	1	0	-8	-2	1
31	c1ccc(Cn2ncc3c(N4CCCCC4)ncnc32)cc1	10	-8	3	4	-3	2	1	-16	0
32	CN(C)C1=NCC(CSC(=N)N)S1 (stereo unspecified)	-3	-5	-12	1	-4	16	6	-4	-1
33	COc1cccc(NS(=O)(=O)c2ccc3c(c2)CCCN3C(C)=O)c1	-12	-5	-10	0	4	8	-4	-9	1
34	CC(=O)c1ccc(N2CCN(C(=O)c3ccc4ccccc4n3)CC2)cc1	10	5	6	-1	7	5	2	-4	0
35	C=CCOc1ccc(/C=N/O)cc1Cl	-6	-3	9	0	-3	2	2	1	1
36	C=CCc1ccc(OCCOc2cccc3ccc(C)nc23)c(OC)c1	-18	-7	-6	-5	5	-1	-13	-10	-4
37	C=CCNC(=S)NNC(=O)COc1ccc(Cl)cc1Cl	-1	-1	11	-7	-2	0	5	-11	-5
38	CC(C)(C)c1ccc(NC(=O)COC(=O)C2(C)CC2(Cl)Cl)cc1 (stereo unspecified)	4	-3	-4	8	-1	24	0	-11	-2
39	O=C(CCCn1c(SCc2cc(=O)n3ccccc3n2)nc2ccccc2c1=O)NCC1CCCO1 (stereo unspecified)	-5	-7	0	0	5	-2	1	-5	.
40	Nc1ccc(Sc2cnn(-c3ccccc3)c(=O)c2Cl)cc1	-21	-9	-9	-2	-6	-1	-1	-26	0
41	C=CCOC(=O)/C(=C\C=C\c1ccccc1)NC(=O)c1ccccc1	5	0	-6	0	2	-1	6	-4	-1
42	O=C1CC(N2CCN(Cc3ccc(Cl)cc3)CC2)C(=O)N1CCc1ccccc1 (stereo unspecified)	-31	-9	-4	-2	.	2	-12	-17	2
43	COc1ccc(C(=O)Nc2nncs2)cc1S(=O)(=O)N1CC(c2ccccc2)CC1=O (stereo unspecified)	-1	-11	11	-7	4	1	3	-12	1
44	O=C(COC(=O)C1=COCCO1)Nc1cccc(Oc2ccccc2)c1	-15	-8	13	-3	-4	-11	-3	-7	2
45	CCOCCCNC(=S)N1C2CCC1CC(NC(=O)NC1CCCCC1)C2 (stereo unspecified)	-5	-1	9	1	-2	0	-1	-16	-2

# Filtered by structure: the compounds so far containing four or more nitrogen atoms
item	SMILES	NPY-Y1 PAM-ag	RBBP9 inh	NPY-Y2 PAM-ag	Runt-SMMHC FRET	NPY Y1 blocker	Hck Nef HTS	p97 inhibitor	MDM2 E3 inh	Runt-CBFb FRET
1	Cc1ccc(S(=O)(=O)Nc2ccc(S(=O)(=O)Nc3cc(C)nc(C)n3)cc2)cc1	6	1	14	-1	5	12	4	-12	1
14	Cc1cc(=O)[nH]c(N/N=C/c2cccc([N+](=O)[O-])c2)n1	-11	-3	5	-3	-3	7	-1	-7	0
26	COc1ccccc1N1CCN(c2cc(N3CCCC3)nc(C)n2)CC1	-13	4	0	-1	6	0	-2	-7	-4
31	c1ccc(Cn2ncc3c(N4CCCCC4)ncnc32)cc1	10	-8	3	4	-3	2	1	-16	0
32	CN(C)C1=NCC(CSC(=N)N)S1 (stereo unspecified)	-3	-5	-12	1	-4	16	6	-4	-1
39	O=C(CCCn1c(SCc2cc(=O)n3ccccc3n2)nc2ccccc2c1=O)NCC1CCCO1 (stereo unspecified)	-5	-7	0	0	5	-2	1	-5	.
43	COc1ccc(C(=O)Nc2nncs2)cc1S(=O)(=O)N1CC(c2ccccc2)CC1=O (stereo unspecified)	-1	-11	11	-7	4	1	3	-12	1
45	CCOCCCNC(=S)N1C2CCC1CC(NC(=O)NC1CCCCC1)C2 (stereo unspecified)	-5	-1	9	1	-2	0	-1	-16	-2
